# From PubChem BioAssay
# Eya2 phos inh: inhibitors of human Eya2 phosphatase activity. recombinant Eya2, OMFP fluorescence dephosphorylation (OMFP is methylfluorescein phosphate). Potency, µM (titrated, usually from 76.9 µM), without a hit: top-dose activity, negative = inhibition, actives largely listed as inhibitors. O00167. 0.006% of 330,000 active; further: potency means the concentration at half of the fitted maximal effect; on the % scale 0 is the no-effect control and ±100 the full control effect
# Target sequence (O00167 whole entry, looked up): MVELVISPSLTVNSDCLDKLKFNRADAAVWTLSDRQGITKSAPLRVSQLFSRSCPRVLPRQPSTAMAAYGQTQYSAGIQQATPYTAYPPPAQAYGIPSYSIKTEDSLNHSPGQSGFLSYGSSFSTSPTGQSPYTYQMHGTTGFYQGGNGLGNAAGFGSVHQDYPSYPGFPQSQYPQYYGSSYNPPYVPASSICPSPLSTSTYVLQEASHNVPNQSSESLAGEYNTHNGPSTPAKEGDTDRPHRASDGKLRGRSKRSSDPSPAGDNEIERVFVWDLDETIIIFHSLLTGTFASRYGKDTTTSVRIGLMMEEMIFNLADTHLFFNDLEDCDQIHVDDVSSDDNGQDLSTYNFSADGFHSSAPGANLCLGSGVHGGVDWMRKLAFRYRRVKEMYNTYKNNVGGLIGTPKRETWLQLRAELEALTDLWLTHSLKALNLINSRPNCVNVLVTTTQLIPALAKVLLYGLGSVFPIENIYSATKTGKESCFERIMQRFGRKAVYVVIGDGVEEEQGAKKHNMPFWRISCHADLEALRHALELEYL
#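 Eya2 protein (added as 0.2 uM solution) was preincubated with compound for 10 min at ambient temperature in 50 mM HEPES pH 7.5, 50 mM NaCl, 5 uM MgCl2, 0.05% BSA, 1 mM DTT. OMFP (added at 50 uM) then reacted 10 min; fluorescence read at 485/525 nm.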
# p53 reactivator: re-activators of mutant p53; H1299 p53-A138V BP100-luciferase reporter, luminescence, 24 h; Potency, µM (titrated, usually from 92.2 µM), without a hit: at the highest dose activity change, positive = activation, most hits filed as activators; 0.063% of 320,000 active; further: potency means the concentration at half of the fitted maximal effect; % of control where 0% means no effect; nearly all actives have a fitted effect of over 45% in size
#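 H1299 (p53-null), stable ts p53-A138V + BP100-Luc; 1000 cells/well, Opti-MEM/10% FBS; cpd 4 pt, 1:5; 24 h, 37 deg C, 5% CO2; detection reagent 10 min RT; luminescence.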
# a7 integrin act: activates integrin-mediated alleviation for muscular dystrophy | alpha7betagal myoblasts, beta-gal FDG fluorescence, 48 h | Potency, µM (doses to about 38.3 µM), for inactives: top-dose activation, actives largely listed as activators | 0.064% of 350,000 active;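 further: potency means the concentration at half of the fitted maximal effect; 100% = response of the positive control SU9516; nearly all actives have a fitted effect of over 60% in size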
#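 Alpha7betagal+/- myoblasts (passage 13) were plated 16-24 hr, then exposed to compounds (1:260 dilution of DMSO stock) for 48 hours at 37C. After MPER lysis, β-galactosidase reporter activity was read as FDG fluorescence (ex 480/em 540) after 30 minutes.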
# ELG1 genotoxic: inducers of genotoxicity in HEK293T ELG1-luciferase cells; HEK293T ELG1-luciferase reporter, luminescence, 16 h; AID 504466; 1.3% of 330,000 active; Potency, µM (doses to about 46 µM), without a hit: at the top dose activity change, positive = activation, most hits filed as activators; further: potency means the concentration at half of the fitted maximal effect; % of control where 0% means no effect; nearly all actives have a fitted effect of over 60% in size
#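 HEK293T cells expressing luciferase-tagged ELG1 were exposed to compound or DMSO vehicle for 16 hr at 37 °C and 5% CO2. Luciferase activity was then measured with ONE-Glo after 30 min at room temperature.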
# TSG101-PTAP inh: blocks PTAP/TSG101 interaction to inhibit HIV-1 budding. Q99816. Fluorescence polarization, FITC-PTAP peptide / Tsg101 binding. 340,000 tested, under 10 active. Potency, µM (series often up to 115 µM), inactives show at the top dose activity change, negative = inhibition, actives largely listed as inhibitors; active means well fitted inhibition curve with a large enough effect in the main read-out, with a control signal flat, not every such curve was filed as active; inconclusive means small, poorly fitted or top-dose-only effect, or effect the other way, or a change in a side signal; inactive means no such curve, though single readings can be large or run the other way; further: potency means the concentration at half of the fitted maximal effect; % of control where 0% means no effect
#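 FP read-out: FITC-PTAP peptide, 50 nM final, binding Tsg101 binding domain, 10 uM final; 20 min, r.t.; 10 mM HEPES pH 7.5, 0.15 M NaCl, 0.01% Tween 20, 3 mM EDTA, 0.1 mM TCEP.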
# uPA generation: cell surface uPA generation inhibition. cell surface uPA generation assay, qHTS. Potency, µM (top dose mostly 38.3 µM), without a hit: at the top dose activity change, negative = inhibition, most hits filed as inhibitors. 0.31% of 330,000 active. AID 540303; active means well fitted inhibition curve with a large enough effect; inconclusive means small, poorly fitted or top-dose-only effect; inactive means no such curve, though single readings can be large or run the other way; tested in mouse RAW 264.7 cells; further: potency means the concentration at half of the fitted maximal effect; on the % scale 0 is the no-effect control and ±100 the full control effect; nearly all actives have a fitted effect of over 55% in size
# BRCA1 expr act: activators of BRCA1 expression; MCF7-BRCA1-FFLuc reporter, luminescence, 48 h; response scale: scaled: vehicle 0%, 10 µM genistein 100%; 1.1% of 380,000 active; Potency, µM (top dose mostly 46.1 µM), for inactives: at the top dose activation, actives largely listed as activators; further: potency means the concentration at half of the fitted maximal effect; nearly all actives have a fitted effect of over 80% in size; some results filed as inactive show a strong effect at the top dose
#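 Luminescence from a BRCA1-driven firefly luciferase in MCF7 cells was the read-out, taken 15 min after substrate addition following 48 h compound exposure at 37 °C. Data were normalized to a 10 microM genistein control and DMSO vehicle.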
# ASM inhibitor: human S-ASM enzyme inhibition | 0.006% of 340,000 active | Potency, µM (top dose mostly 57.5 µM), for inactives: top-dose activity change, negative = inhibition, usual class: inhibitors | AID 504937 | placental ASM, HMU-PC fluorogenic substrate, 60 min | P17405; further: potency means the concentration at half of the fitted maximal effect
#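 Fluorogenic HMU-PC substrate (9 uM final) is turned over by placental ASM in 60 min at 37 C after a 10 min compound preincubation. Reaction ended by alkaline stop (pH 10), with fluorescence read at 386/447 nm.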
# USP2a inh: USP2a (human) protease inhibition; O75604; USP2 core, Ub-CHOP2 coupled fluorogenic reporter, 485/531; Potency, µM (top dose mostly 38.3 µM), for inactives: top-dose activity change, negative = inhibition, actives largely listed as inhibitors; 0.01% of 330,000 active;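 further: potency means the concentration at half of the fitted maximal effect; plate controls were DMSO wells for no effect and full inhibition by NEM control for full effect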
#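 Cell-free coupled assay: 10nM USP2 core preincubated 30min RT with compound in Tris-HCl pH 8.0/CaCl2/CHAPS buffer, then 25nM Ub-CHOP2 and 25nM reporter substrate; fluorescence (Ex 485/Em 531) read after 60min RT, normalized to NEM inhibition, concentration-response curves fitted.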
# B2AR arrestin: agonists driving beta-arrestin recruitment to human beta2-adrenergic receptor; 0.02% of 330,000 active; Potency, µM (top dose mostly 46.1 µM), for the others: top-dose activation, hits mostly activators; beta-arrestin recruitment to beta2AR, cell-based reporter;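 further: potency means the concentration at half of the fitted maximal effect; 0% = DMSO controls and full agonism = EC100 isoproterenol or metaproterenol; nearly all actives have a fitted effect of over 65% in size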
# Target sequence (P07550 whole entry, looked up): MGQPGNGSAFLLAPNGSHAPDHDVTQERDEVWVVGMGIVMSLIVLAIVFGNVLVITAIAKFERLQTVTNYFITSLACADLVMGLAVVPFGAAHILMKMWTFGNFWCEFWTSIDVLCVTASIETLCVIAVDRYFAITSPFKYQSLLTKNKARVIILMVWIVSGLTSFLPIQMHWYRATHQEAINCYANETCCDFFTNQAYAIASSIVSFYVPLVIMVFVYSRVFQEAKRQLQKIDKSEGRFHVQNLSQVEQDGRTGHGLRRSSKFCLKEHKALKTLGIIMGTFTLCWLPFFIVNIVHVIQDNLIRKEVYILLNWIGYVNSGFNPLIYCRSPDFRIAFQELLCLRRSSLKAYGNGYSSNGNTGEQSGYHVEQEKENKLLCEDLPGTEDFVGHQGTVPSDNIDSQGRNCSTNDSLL
# TRPV1 agonist: agonists of human vanilloid receptor 1 (TRPV1) | Q8NER1 | TRPV1-expressing cells, Fluo-8 calcium influx, agonist mode | activation, % at 8.33 µM | 0.19% of 320,000 active; in the data active means activation above about 80%; inconclusive means between about 30% and that limit; further: 0% is about no effect
#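 Fluo-8 calcium influx in TRPV1-expressing cells, kinetic read (ex 480/em 520 nm). Compound added and read 3 min for agonist activity, followed by capsaicin at EC20 final and 2 min further read for enhancement.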
# * marks the source's active call; other numbers are inactive results; u = inconclusive; x = no result given; [ ] = dose if it differs, or a comment. Unless noted, the call rests on the fitted dose curve; in most records, active means well fitted curve in the direction sought with a large enough effect; inconclusive means small, poorly fitted or top-dose-only effect, or another doubt; inactive means no such curve, though single readings can be large; an effect the other way counts as inactive or inconclusive.
molecule | Eya2 phos inh | p53 reactivator | a7 integrin act | ELG1 genotoxic | TSG101-PTAP inh | uPA generation | BRCA1 expr act | ASM inhibitor | USP2a inh | B2AR arrestin | TRPV1 agonist
COc1ccc(CNC(=O)CN(C)S(=O)(=O)c2ccc(Br)s2)cc1 | -1% | -2% | 21% | -5% | -1% | -2% | -7% | -1% | -2% | 0.1% | 27
Cc1ccc(S(=O)(=O)N2CCOCC2)cc1NC(=O)COC(=O)c1ccc(Br)o1 | x | x | 10% | x | 0% | 1% | -3% | 2% | x | x | x
O=C(NC(=S)NNC(=O)c1ccco1)c1ccccc1 | 6% | -13% | -7% | 14% | -4% | -15% | -21% | -1% | 0% | 0.2% | 1
CCOC(=O)C1(CCc2ccccc2)CCN(C2Cc3ccccc3C2)CC1 | -11% | 3% | -16% | -21% | -3% | 2% | -10% | -2% | 1% | -0.4% | 5
O=C(C[n+]1ccccc1)Nc1ccccc1Br | 0% | 6% | 10% | -1% | -3% | 0% | -10% | -4% | -1% | 15% | -5
CCCN(CCC)CCNS(=O)(=O)c1ccc2c(c1)CCN2C(=O)C1CCC1 | 31% | 0% | -15% | 0% | -6% | 1% | -3% | 1% | 3% | 0.3% | 3
c1nc(CCO[C@H]2CCCCO2)cc2cc3c(cc12)OCO3 | 5% | 1% | 7% | u | 0% | u | u | 4% | 3% | -0.1% | x
Nn1c(SCc2ccc(Br)cc2)nnc1-c1ccncc1 | -3% | -6% | -17% | 0% | 1% | -10% | 22% | 0% | 3% | -0.3% | 22
CN(C)S(=O)(=O)c1cccc(C(=O)Nc2ccccc2N2CCCCC2)c1 | -23% | -5% | -35% | -16% | 0% | 1% | -16% | -9% | 4% | -0.5% | 25
CCN(c1ccccc1)S(=O)(=O)c1cccc(C(=O)NCCN2CCOCC2)c1 | 12% | -3% | 10% | 2% | -5% | -15% | -4% | -2% | 1% | -0.1% | 7
Cc1ccc(O)c(C(=O)c2cc(C#N)c(=O)n(C(C)c3ccccc3)c2)c1 (stereo not drawn) | -6% | -8% | -12% | -2% | -10% | -2% | -32% | -5% | -10% | 0.2% | 16
COc1ccc(CCN2CC(C(=O)OCC(=O)Nc3c(C)nn(-c4ccccc4)c3C)CC2=O)cc1OC (stereo not drawn) | -13% | 2% | 15% | 1% | 0% | -1% | 13% | 4% | -3% | -2.6% | -2
Cc1cccc(C(C)C)c1NC(=O)c1ccc(CN(c2ccccc2)S(=O)(=O)c2ccccc2)cc1 | -3% | -5% | 0% | -2% | -1% | 5% | -4% | 4% | 2% | -0.4% | 17
Cc1nn2c(-n3ccnc3C)c3c(nc2c1-c1ccccc1)CCC3 | 1% | -1% | 6% | 0% | -6% | x | -17% | -2% | 3% | 0.3% | 5
COc1cccc(Nc2ccc(C(=O)O)cc2N)c1 | -9% | u | -11% | 7% | 1% | 5% | 92% | 32%[activator] | -2% | -0.2% | 4
Cc1onc(-c2ccccc2Cl)c1C(=O)Nc1nn[nH]n1 | 7%[15.4 µM] | 2% | -20% | 2% | 0% | 8% | 5% | 1% | 3% | -0.1% | 1
COCCn1c(-c2cccs2)nc2c(c(=O)c3ccccc3n2C)c1=O | 17% | -5% | x | -2% | x | x | x | x | 1% | 0.3% | 2
CC(NC(=O)COC(=O)CSCc1ccccc1)c1ccccc1 (stereo not drawn) | 8% | 4% | u | -1% | -1% | 8% | -1% | 0% | -3% | -0.2% | -1
Cc1cc(C)c2nc(NC(=O)c3ccco3)sc2c1 | 2% | x | 2% | 0.65µM* | -2% | u | u | -5% | 3% | -0.3% | u
CCCCn1nc(C(=O)NCC(=O)Nc2c(C)cccc2C)c2ccccc2c1=O | 4% | 4% | -6% | -5% | -3% | 1% | -19% | -4% | 3% | -0.3% | -2
Cn1c(=O)[nH]c2c(nc(-c3ccc(Cl)cc3)n2C)c1=O | 8% | -2% | 10% | -1% | -11% | 3% | -5% | 12% | 0% | -0.1% | 3
COC(=O)C(NS(=O)(=O)c1ccc(N2CCCC2=O)cc1)c1ccccc1 (stereo not drawn) | -3% | 0% | 9% | 0% | x | 19% | -23% | 0% | 0% | -0.7% | 4
CCOC(=O)C1=C(CSc2nc3c(cc2C#N)CN(C)CC3)OC(N)=C(C#N)C1c1ccncc1 (stereo not drawn) | 1% | -5% | -14% | 0% | -8% | 2% | -18% | 23% | 18% | -0.5% | 1
O=C(Nc1cccc(-c2nc3ncccc3o2)c1)c1ccco1 | 8% | -2% | 7% | 12% | 0% | -4% | 41% | -3% | 1% | 0.2% | 2
O=C(O)/C=C/C(=O)Nc1ccc(NC(=O)c2ccccc2)c(Cl)c1 | 3% | 11% | u | -12% | -4% | -3% | 33% | 3% | 5% | 0.4% | 25
CCN(CC)CCCn1c(=S)[nH]c2cc(C(=O)OC)ccc2c1=O | 5% | -3% | -13% | 1% | -7% | x | -46% | 44%[activator] | 1% | -0.2% | -2
CCOc1nc(C)cc(C)c1S(=O)(=O)c1cccc(Cl)c1 | -1% | 3% | 12% | -3% | -2% | -17% | -10% | -2% | 0% | 0.1% | 1
O=C1ON=C(c2ccccc2)/C1=C/c1ccc(OS(=O)(=O)c2ccccc2)cc1 | 10% | 14% | 13% | 2% | -7% | -3% | 59% | u | 6% | -0.1% | -1
O=C(Cc1cn2ccsc2n1)NCCc1ccc(F)cc1 | -3% | 4% | 21% | -1% | -4% | 6% | -19% | 0% | -2% | -0.7% | 0
COc1ccccc1C(=O)NC(=S)Nc1ccc(S(=O)(=O)N2CCN(C)CC2)cc1 | 2% | 9% | -1% | -2% | -4% | -11% | -43% | 7% | -2% | -0.7% | -1
O=c1nc(SCc2ccccc2Cl)nc(-c2ccc(Cl)cc2)[nH]1 | -9% | 0% | 5% | -6% | -1% | 1% | -8% | -3% | -1% | -0.8% | 4
CC1CCN(CC(=O)Nc2ccccc2C(=O)c2ccccc2)CC1 | -7% | 0% | -28% | -1% | -11% | -1% | 21% | 3% | 3% | -0.7% | u
O=C1c2ccccc2CN1CCSC(=S)N1CCOCC1 | 1% | u | 13% | u | -4% | -1% | u | -2% | 3% | -0.3% | 21
Cc1nc(-c2ccc(-c3ccon3)s2)no1 | 6% | 12% | -10% | 13% | -6% | -9% | 77% | -2% | 0% | 0.6% | 0
CCOc1ccc(NC(=O)COc2ccc(S(=O)(=O)N3CCOCC3)cc2)cc1 | -6% | -6% | u | -2% | 8% | -12% | -17% | -2% | -6% | 2.2% | x
O=S(=O)(c1ccc(S(=O)(=O)N(Cc2ccc(F)cc2)C2CCCC2)cc1)N1CCCC1 | 8% | -1% | 14% | -11% | 2% | 11% | -11% | -3% | -5% | -0.2% | 1
CC(NC(=O)c1c(Cl)cnn1C)C1CCCO1 (stereo not drawn) | u | 1% | u | -2% | 2% | 2% | 0% | 2% | -4% | -0.6% | 0
COc1ccc(-c2nnc(SCC(N)=O)n2N)cc1 | -22% | 10% | 3% | 2% | -4% | 1% | 0% | 4% | -1% | 0.1% | 1
CC1CCCN(C(=O)c2cc(N3C(=O)C4C5CCC(C5)C4C3=O)ccc2Cl)C1 (stereo not drawn) | 5% | -4% | x | 3% | x | x | x | x | 9% | 0.2% | 5
CCn1cc(Cl)c(C(=O)NNC(=O)CCn2ccc([N+](=O)[O-])n2)n1 | 6% | -6% | 35% | -2% | -4% | 2% | -1% | 1% | 0% | -0.3% | -6
O=C(O)CSc1nnc(-c2ccncc2)n1C1CCCCC1 | -2% | -4% | 3% | -1% | -2% | 3% | 7% | 0% | 0% | 0.0% | -1
Cc1cccnc1NC(=O)c1cccc(S(=O)(=O)N2CCCC2)c1 | 2% | -2% | -13% | 1% | 0% | -2% | -2% | 3% | 1% | -0.4% | 0
O=C(Nc1nnc(SCc2ccccc2)s1)c1ccco1 | 10% | u | -6% | u | -4% | 1% | u | -2% | 2% | -0.1% | 2
O=C(CSc1nc2ccccc2c(=O)n1-c1ccc(F)cc1F)c1c[nH]c2ccccc12 | 1% | -4% | -12% | -3% | -2% | 7% | -33% | -11% | -2% | -1.2% | 5
CCc1ccc(-c2cn(C3CCCCC3)c(=S)[nH]2)cc1 | 9% | 16% | -11% | -13% | -2% | -17% | 0% | -5% | -7% | -0.1% | 1
O=c1[nH]c(N2CCOCC2)cc2ccccc12 | x | x | 14% | x | 0% | 4% | 0% | 440%[activator] | x | x | x
COC(=O)C1=C(C(=O)OC)[C@@H]2N(C)c3ccccc3[C@@]23C[C@@H](C(=O)OC)N=C3N1 | -6% | -1% | -3% | 2% | -6% | 9% | 3% | -1% | -12% | 0.4% | 3
Cc1cc(NC(=O)c2cc(C3CC3)on2)no1 | -4% | 5% | 0% | u | -6% | 1% | 6.3µM* | 3% | 0% | -0.3% | 8
